GAA glycogen: qHTS Assay for Inhibitors and Activators of Human alpha-Glucosidase Cleavage of Glycogen | 300,000 tested, 0.38% active | AID 2100, 2009 | recombinant GAA, glycogen substrate, Amplex Red glucose oxidase fluorescence | Potency, µM (series often up to 76.4 µM), for inactives: at the top dose activity change, negative = inhibition, hits mostly inhibitors | Lysosomal alpha-glucosidase (Homo sapiens), P10253;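 also: 0% = full enzyme reaction and -100% = no-enzyme basal signal; the screen sought inhibitors and activators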
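qHTS, 1536-well; enzyme 4 nM final; cpd up to 77 uM; substrate bovine liver glycogen 30 ug; 50 mM citrate/phosphate pH 5.0, 0.01% Tween-20; 37 C, 40 min; Amplex Red detection 45 min RT; Hill fit → AC50.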
L3MBTL1 block: qHTS Assay for the Inhibitors of L3MBTL1. Potency, µM (top dose mostly 57.1 µM), for the others: at the top dose activity, negative = inhibition, hits mostly inhibitors. Lethal(3)malignant brain tumor-like protein 1 (Homo sapiens), Q9Y468. 230,000 tested, 0.66% active. AlphaScreen L3MBTL1–H3K9me1 peptide binding; also: nearly all actives have a fitted effect of over 60% in size
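L3MBTL1 (50 nM) pre-complexed 30 min with biotinylated H3(1-15)K9me1 peptide (75 nM), then compounds added for 30 min at room temperature; AlphaScreen streptavidin donor/nickel chelate acceptor beads (10 ug/mL final) read after 30 min dark incubation.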
RECQ1 helicase: qHTS Assay for Inhibitors of RecQ-Like Dna Helicase 1 (RECQ1); ATP-dependent DNA helicase Q1 (Homo sapiens), P46063; RECQ1 DNA unwinding, red fluorescence kinetic read; Potency, µM (series often up to 57.3 µM), inactives show at the highest dose activity, negative = inhibition, most hits filed as inhibitors; 240,000 tested, 0.54% active;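 also: plate controls were vehicle for no effect and no enzyme for full effect; nearly all actives have a fitted effect of over 30% in size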
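RECQ1T1 50 nM; forked duplex (20 bp + 30-nt ss tails) 200 nM, ATP 2 mM final; pH 8.0, 2 mM MgCl2, 2.5 ug/ml poly(dI-dC); 15 min compound preincubation; discontinuous kinetic read over 2 h at RT.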
GAA inhib: qHTS Assay for Inhibitors of Human alpha-Glucosidase as a Potential Chaperone Treatment of Pompe Disease | purified human GAA, 4-MU-alpha-glucoside fluorescence | 200,000 tested, 0.005% active | Potency, µM (top dose mostly 76.9 µM), without a hit: top-dose activity change, negative = inhibition, hits mostly inhibitors | Lysosomal alpha-glucosidase (Homo sapiens), P10253 | AID 1466, 2008;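 also: plate controls were uninhibited enzyme wells for no effect and no-enzyme background for full effect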
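AC50 values come from Hill fits of compound titrations (up to 77 uM) against 4 nM human enzyme. Substrate 4-methylumbelliferyl-alpha-D-pyranoside at 400 uM, pH 5.0 citrate buffer, 20 min room temperature; fluorescence Ex 365/Em 440 after alkaline stop.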
TRb-SRC2 inh: qHTS for Inhibitors of the Interaction of Thyroid Hormone Receptor and Steroid Receptor Coregulator 2; Thyroid hormone receptor beta (Homo sapiens), P10828; TRbeta-SRC2 peptide binding, fluorescence polarization; receptor liganded with 1 µM T3; Potency, µM (top dose mostly 106 µM), inactives show at the top dose activity change, negative = inhibition, usual class: inhibitors; 280,000 tested, 0.065% active;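 also: plate controls were bound peptide for no effect and peptide without receptor for full effect; nearly all actives have a fitted effect of over 50% in size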
Target sequence (P10828 whole entry, looked up): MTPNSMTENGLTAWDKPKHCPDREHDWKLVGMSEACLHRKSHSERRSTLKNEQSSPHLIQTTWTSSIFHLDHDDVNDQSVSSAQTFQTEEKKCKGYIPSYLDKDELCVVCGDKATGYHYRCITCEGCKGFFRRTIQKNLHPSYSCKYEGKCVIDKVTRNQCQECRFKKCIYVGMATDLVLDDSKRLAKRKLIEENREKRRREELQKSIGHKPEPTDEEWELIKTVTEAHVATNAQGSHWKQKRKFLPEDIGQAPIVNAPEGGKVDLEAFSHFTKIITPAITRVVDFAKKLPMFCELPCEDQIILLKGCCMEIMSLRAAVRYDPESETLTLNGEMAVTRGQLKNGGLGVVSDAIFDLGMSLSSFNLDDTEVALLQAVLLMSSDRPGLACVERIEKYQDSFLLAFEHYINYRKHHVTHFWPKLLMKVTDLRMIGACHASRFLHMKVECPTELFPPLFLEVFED
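Quantitative HTS by FP: 0.6 uM TRb LBD, 20 nM labeled SRC2 20-mer, 1 uM T3, 5% DMSO; 5 hr ambient incubation; % activity per concentration and potencies from concentration series.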
aGlu spleen mod: qHTS Assay for Inhibitors and Activators of Human alpha-Glucosidase From Spleen Homogenate; human spleen homogenate, 4-MU-alpha-glucoside fluorescence; Potency, µM (top dose mostly 79.9 µM), inactives show at the highest dose activity change, negative = inhibition, most hits filed as inhibitors; 240,000 tested, 0.006% active; AID 2112, 2009;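 also: 0% = enzyme with vehicle and -100% = no enzyme basal signal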
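Compounds were titrated against alpha-glucosidase in spleen homogenate at pH 5.0, with 1 mM 4-methylumbelliferyl substrate for 40 min at 37 C. Reactions were quenched with pH 10 NaOH/glycine and fluorescence measured.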
TR SRC2 fluor cs: Total Fluorescence Counterscreen for Inhibitors of the Interaction of Thyroid Hormone Receptor and Steroid Receptor Coregulator 2 | Potency, µM (highest dose often 106 µM), for inactives: at the top dose fluorescence change, negative = quenching | 280,000 tested, 0.29% active | TRb/SRC2 Texas Red total fluorescence interference; active = well fitted curve in either direction with a large enough effect; inconclusive = small, poorly fitted or top-dose-only effect
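Flags fluorescent or light-absorbing compounds by total fluorescence, S + 2P, at 555 nm excitation and 632 nm emission. Mixture: 20 nM Texas Red SRC2 peptide, 0.6 uM human TRb LBD, 1 uM T3, 5% DMSO; compound exposure 5 h at ambient temperature.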
RGS12 GoLoco inh: qHTS Assay for Inhibitors of RGS12 GoLoco Motif Activity (Red Fluorophore); Potency, µM (top dose mostly 61.6 µM), without a hit: at the highest dose activity, negative = inhibition, most hits filed as inhibitors; Guanine nucleotide-binding protein G(i) subunit alpha-1 (Homo sapiens), P63096; AID 880, 2007; Gai1:RGS12 GoLoco peptide FP, rhodamine, 10 min; 230,000 tested, 0.44% active; active = well fitted inhibition curve with a large enough effect, not every such curve was filed as active; inactive = no such curve, though single readings can be large or run the other way; also: nearly all actives have a fitted effect of over 30% in size; many of its hits are not listed in these tables
Target sequence (P63096 whole entry, looked up): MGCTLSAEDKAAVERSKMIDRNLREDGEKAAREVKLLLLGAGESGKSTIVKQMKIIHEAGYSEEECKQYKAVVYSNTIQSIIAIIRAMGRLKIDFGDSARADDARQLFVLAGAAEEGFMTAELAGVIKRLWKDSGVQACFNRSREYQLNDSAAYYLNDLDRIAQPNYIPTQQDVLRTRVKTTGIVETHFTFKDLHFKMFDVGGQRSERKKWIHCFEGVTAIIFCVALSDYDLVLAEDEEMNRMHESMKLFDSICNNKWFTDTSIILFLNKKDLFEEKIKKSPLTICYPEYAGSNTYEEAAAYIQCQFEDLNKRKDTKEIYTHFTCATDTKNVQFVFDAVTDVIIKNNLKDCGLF
Starred values were filed as active, the others as inactive; i = inactive; ? = inconclusive; . = not tested or not shown; & = joins results of further samples; [ ] = another dose, or the depositor's remark. Unless noted, calls follow the shape of the dose curve; as a rule, active = well fitted curve in the direction sought with a large enough effect; inconclusive = small, poorly fitted or top-dose-only effect, or another doubt; inactive = no such curve, though single readings can be large; an effect the other way counts as inactive or inconclusive. Unless noted, % is scaled to controls: 0 for no effect and ±100 for the full control effect; potency is read from the fitted curve at half-maximal effect.

SMILES	GAA glycogen	L3MBTL1 block	RECQ1 helicase	GAA inhib	TRb-SRC2 inh	aGlu spleen mod	TR SRC2 fluor cs	RGS12 GoLoco inh
O=C1C2CCCN2C(c2cccc(F)c2)N1c1cccc(Cl)c1 (centres undefined)	9.8%	6.7%	-2.8%	1.4%[15.4 µM]	3.3%	-5.6%	-2.4%	1.8%
COc1cc(NS(=O)(=O)c2ccc(N)cc2)nc(OC)n1	-14.8%	9.1%	4.8%	-1.4%[15.4 µM]	-0.7%	-6.3%	-5.5%	8.0%
CCOC(=O)c1c(C)c(-c2ccccc2)n(CC(=O)NCCCN(CC)CC)c1C	8.3%	.	-9.2%	0.2%	6.3%	-7.8%	1.0%	3.5%
Cc1nc2sc3c(c2c(=O)o1)CCCC3	3.8%	-0.1%	i	2.0%	-5.1%	3.2%	-3.0%	2.4%
O=C(COC(=O)c1ccc2c(=O)n3c(nc2c1)CCC3)Nc1ccccc1F	11.8%	-18.2%	1.6%	1.1%	5.6%	4.1%	2.8%	-10.6%
CC(=O)c1ccccc1OCCCN1CCCCC1	-3.8%	-2.1%	-7.4%	1.9%	-1.9%	-5.4%	-2.4%	.
N#Cc1c(C(F)(F)F)cc(-c2cccc(Cl)c2)[nH]c1=O	5.0%	6.0%	-1.8%	?	-11.9%	?	-1.2%	4.5%
C/C(=N/NC(=O)Cc1cccc2ccccc12)c1cccs1	?	-1.2%	i	-9.2%	-5.1%	-23.5%	-0.4%	6.9%
CCOc1ccc(C)cc1S(=O)(=O)Nc1ccc(Cl)cn1	-3.7%	.	-3.4%	-4.1%	10.0%	-14.4%	-0.5%	8.9%
CCCC(=O)Nc1ccc(C(=O)Nc2nc(CC(=O)OCC)cs2)cc1	-2.2%	.	-2.5%	-5.2%	-6.9%	-1.7%	-0.2%	0.8%
CCC(Sc1nc2ccc(N)cc2s1)C(=O)Nc1nccs1 (centres undefined)	-3.3%	.	8.9%	-3.8%	?	11.5%	0.2%	5.1%
CC(C)CCNC(=O)C(NS(=O)(=O)c1ccc2c(c1)c(=O)n(C)c(=O)n2C)c1ccccc1 (centres undefined)	1.2%	.	-14.7%	-12.8%	-4.5%	1.1%	1.6%	6.1%
Cc1[nH]c(=O)[nH]c(=O)c1S(=O)(=O)N1CCN(c2cccc(Cl)c2)CC1	2.2%	2.9%	i	-2.0%	-7.6%&-3.8%	-7.6%	0.5%&-3.6%	1.1%
Cc1c(C(=O)NCCSCc2c(F)cccc2Cl)cnn1-c1ccc(Cl)cc1	-11.4%	-1.9%	-13.3%	-11.7%	6.9%	0.6%	-2.8%	31.0%
CCOC(=O)c1ccc(N2C(=O)C3C(C2=O)C(C(=O)c2ccc(Cl)cc2)N2CCCC32)cc1 (centres undefined)	-16.5%	.	?	-14.5%	-1.6%	-16.8%	-0.7%	41.0%[activator]
CCCCCC(O)(CCN1CCCCC1)c1ccc(OCC)cc1 (centres undefined)	10.9%	.	-3.2%	-12.7%	-10.6%	-17.4%	2.3%	-14.4%
Cc1ccc(NC(=O)CC2S/C(=N/N=C3\CCCc4ccccc43)NC2=O)cc1 (centres undefined)	3.4%	-7.3%	25.1µM*	-5.8%	-3.8%	-8.4%	-0.7%	-3.8%
Nc1nc(SCC(=O)Nc2cc(C(F)(F)F)ccc2N2CCOCC2)n[nH]1	-6.6%	19.8%	-5.7%	-0.5%	5.1%	-8.1%	0.0%	-3.5%
CCN(CC)C(=O)C(C)OC(=O)COc1ccc(Cl)cc1C (centres undefined)	-11.7%	-2.1%	-1.1%	-9.7%	0.7%	0.6%	-6.0%	4.8%
CC(C)OC(=O)NCCOC(=O)Nc1ccc(Cl)c(Cl)c1	-23.4%	3.2%	i	-1.9%	-2.9%	-2.7%	2.0%	12.1%
CCOC(=O)c1cc(C)n(Cc2ccc(OCC)c(OC)c2)c1C	?	.	5.1%	-7.6%	-15.2%	-2.7%	2.8%	33.0%[activator]
COc1cc(NC(=S)N2CCCC(CO)C2)cc(OC)c1 (centres undefined)	11.4%	2.9%[11.4 µM]	i	3.2%	0.0%	2.5%	-1.0%	20.0%
CC(=O)Oc1ccc(NC(=O)Cc2ccccc2)c(C(=O)O)c1	-2.8%	-3.1%[11.4 µM]	i	5.4%	0.5%	-1.1%	-4.2%	11.3%
N/C(=N\OC(=O)CCc1ccccc1)c1cccc(Br)c1	-2.7%	49.6%[activator]	-0.3%	1.4%	-4.4%	-4.8%	0.9%	5.7%
CCC(=O)N[C@@H]1Cc2ccccc2[C@@H](c2ccccc2)C1	.	.	-4.1%	.	-2.9%	-3.2%	-0.7%	3.5%

Part of the list above in order of count of non-hydrogen atoms, low to high:
SMILES	GAA glycogen	L3MBTL1 block	RECQ1 helicase	GAA inhib	TRb-SRC2 inh	aGlu spleen mod	TR SRC2 fluor cs	RGS12 GoLoco inh
CC(=O)c1ccccc1OCCCN1CCCCC1	-3.8%	-2.1%	-7.4%	1.9%	-1.9%	-5.4%	-2.4%	.
COc1cc(NS(=O)(=O)c2ccc(N)cc2)nc(OC)n1	-14.8%	9.1%	4.8%	-1.4%[15.4 µM]	-0.7%	-6.3%	-5.5%	8.0%
CCC(Sc1nc2ccc(N)cc2s1)C(=O)Nc1nccs1 (centres undefined)	-3.3%	.	8.9%	-3.8%	?	11.5%	0.2%	5.1%
CC(=O)Oc1ccc(NC(=O)Cc2ccccc2)c(C(=O)O)c1	-2.8%	-3.1%[11.4 µM]	i	5.4%	0.5%	-1.1%	-4.2%	11.3%
Cc1[nH]c(=O)[nH]c(=O)c1S(=O)(=O)N1CCN(c2cccc(Cl)c2)CC1	2.2%	2.9%	i	-2.0%	-7.6%&-3.8%	-7.6%	0.5%&-3.6%	1.1%
Cc1c(C(=O)NCCSCc2c(F)cccc2Cl)cnn1-c1ccc(Cl)cc1	-11.4%	-1.9%	-13.3%	-11.7%	6.9%	0.6%	-2.8%	31.0%
CCOC(=O)c1c(C)c(-c2ccccc2)n(CC(=O)NCCCN(CC)CC)c1C	8.3%	.	-9.2%	0.2%	6.3%	-7.8%	1.0%	3.5%
CCOC(=O)c1ccc(N2C(=O)C3C(C2=O)C(C(=O)c2ccc(Cl)cc2)N2CCCC32)cc1 (centres undefined)	-16.5%	.	?	-14.5%	-1.6%	-16.8%	-0.7%	41.0%[activator]

Additional structures.
SMILES	GAA glycogen	L3MBTL1 block	RECQ1 helicase	GAA inhib	TRb-SRC2 inh	aGlu spleen mod	TR SRC2 fluor cs	RGS12 GoLoco inh
Oc1ccccc1C=NCC(O)c1ccccc1 (centres undefined)	0.2%	-5.5%	1.5%	6.9%	-7.6%	-6.6%	-2.1%	-5.9%
CCOc1ccc(C(=O)Nc2ccc(S(=O)(=O)N3CCOCC3)cc2)cc1OCC	-3.3%	23.9%	i	?	1.0%	2.9%	-11.5%	-10.6%
Cc1ccc(S(=O)(=O)Oc2ccc(/C=N/NC(=O)c3c(Cl)cnn3C)cc2)cc1	-7.7%	7.1%[11.4 µM]	-2.2%	1.9%	6.0%	-5.3%	-1.1%	2.0%
COc1cc(C(=O)Nc2sc(C)c(C)c2C(=O)O)cc(OC)c1OC	-5.3%	62.4%[activator]	-9.5%	2.6%	-4.9%	-13.4%	-9.6%	3.7%
CN(C)/C=N/c1sc2c(c1C#N)CCC2	-9.9%	-7.1%	0.6%	-3.1%	-12.4%	13.3%	-1.5%	-14.9%
COC(=O)C(C)Sc1nnc(Cc2cc(=O)[nH]c(=O)[nH]2)n1-c1cccc(OC)c1 (centres undefined)	-5.8%	3.9%	-8.7%	6.0%[15.4 µM]	3.1%	-9.4%	-0.2%	1.5%
CC(C)(C)C(=O)Nc1nc2c(s1)COc1ccccc1-2	-18.2%	-4.6%	i	-2.6%	5.7%	-3.2%	2.0%	-4.5%
COc1ccc(N2CCN(C(=O)CCCSc3nc4ccccc4[nH]3)CC2)cc1	-1.0%	.	-7.4%	-0.8%	-3.6%	-2.5%	-3.8%	-9.5%
COc1cc([C@H]2[C@@H]3CCCC[C@]3(O)CCN2Cc2ccccc2F)ccc1O	-6.0%	3.7%	i	-6.7%	4.9%	-11.1%	0.0%	3.0%
CN(C)Cc1c(O)ccc2occ(C(=O)c3ccccc3)c12	6.7%	.	-3.2%	-5.9%	-3.5%	-3.5%	-1.2%	-1.4%
CCn1c(=O)c2c(nc3n2CCS3)n(C)c1=O	-17.0%	4.8%	i	4.9%	-7.7%	-1.1%	-2.8%	-1.7%
CCCOc1ncnc2c1[nH]c1ccccc12	-3.9%	0.7%	-0.9%	-7.9%	4.6%	3.6%	-2.0%	-0.9%
O=C1NC(c2ccccc2)=C(c2ccccc2)C1=O	-3.3%	9.4%	-0.3%	-3.0%	-7.6%	4.3%	-2.0%	5.2%
O=C(NNc1ccc(Cl)cc1)c1sccc1Cl	?	9.5%	-2.4%	-3.1%	-4.7%	-2.7%	3.9%	3.5%
O=c1c2c(n3nnnc3n1Cc1ccccc1)-c1ccccc1CC21CCCC1	-5.7%	?	-2.0%	-14.5%	5.9%	-1.4%	0.4%	-23.6%
COc1ccc(F)c(CN2CCC(CO)(Cc3cccc(C(F)(F)F)c3)CC2)c1	8.8%	-10.8%	-8.3%	-19.0%	-3.1%	-7.3%	-7.3%	-7.3%

Screens: PubChem BioAssay, National Center for Advancing Translational Sciences (NCATS)

A portion of the library, so the mix of outcomes need not match the whole.
